ERp5 block = blocks human ERp5 reductase activity on insulin. Q15084. ERp5 insulin aggregation, absorbance 650 nm, 90 min. inhibition, % at 9.99 µM. 0.05% of 350,000 active. AID 651711;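 active = mean replicate inhibition above about 25%, with every replicate also reaching it, limit read from the data, passing the limit was not always enough; inconclusive = only one of those two criteria met; inactive = neither criterion met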
Target sequence (Q15084 whole entry, looked up): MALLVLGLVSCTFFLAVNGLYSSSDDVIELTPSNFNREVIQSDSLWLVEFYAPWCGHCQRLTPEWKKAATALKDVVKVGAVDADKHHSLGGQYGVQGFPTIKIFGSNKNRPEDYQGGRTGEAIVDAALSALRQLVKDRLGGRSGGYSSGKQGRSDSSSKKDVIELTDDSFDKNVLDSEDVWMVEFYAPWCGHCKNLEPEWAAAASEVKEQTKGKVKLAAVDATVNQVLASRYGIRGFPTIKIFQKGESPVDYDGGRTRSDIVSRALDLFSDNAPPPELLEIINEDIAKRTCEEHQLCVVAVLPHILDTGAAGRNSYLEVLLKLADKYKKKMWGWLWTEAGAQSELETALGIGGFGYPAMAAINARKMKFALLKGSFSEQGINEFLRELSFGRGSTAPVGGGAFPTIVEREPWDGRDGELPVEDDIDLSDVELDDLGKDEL
XiGFP reactiv = reactivates the inactive X chromosome in mouse fibroblasts | XiGFP mouse fibroblasts, % GFP-positive cells imaging, 3 d; cells co-treated with 5-aza-dC sensitizer; scaled so ellipticine positive control = 100% | activation, % at 7.58 µM | 0.055% of 360,000 active | AID 743238;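 active = mean normalized replicate activation at least 10% and every replicate at or above 10%; inconclusive = only one of the two criteria met; inactive = mean below 10% and not all replicates reach 10%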;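 also: 0% = median of on-plate neutral control wells and 100% = ellipticine 6 µM median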
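Schedule: 3 d treatment, 15 min room-temperature fixation; system: 68-5-11 XiGFP fibroblast line; buffer or medium: DMEM plus 5-aza-dC sensitizer; control set: ellipticine 6 µM positive control; compound: one concentration, pinned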
PAX8 inh HTS = PAX8 transcriptional activity inhibition; RMG-I TPO-luciferase reporter, SteadyGlo, 24 h; inhibition, % at 12.6 µM; 1.2% of 360,000 active;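 active = mean replicate inhibition at least 60% with every replicate also reaching 60%; inconclusive = only one of the two criteria is met; inactive = mean below 60% and not all replicates reaching 60%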;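 also: luciferase light reporting Pax8 driven TPO promoter activity; plate controls were median of neutral control wells for no effect and mitoxantrone controls for full effect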
DENV2 CPE = DENV2-induced cell death inhibition | DENV2-infected cells, cytopathic effect rescue, plate reader | CPE inhibition, % at 9.99 µM | 1.7% of 350,000 active; in the data active = CPE inhibition above about 20%, passing the limit was not always enough; inconclusive = no clear call, values can overlap the other calls; tested in BHK-21 cells;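 also: 0% = median of neutral control wells and 100% = median of positive control wells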
EWS-Fli inh = EWS/Fli transcriptional activity inhibition; A673 NR0B1-luciferase reporter, viability-normalised; inhibition, % at 12.6 µM; 0.67% of 350,000 active;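 active = mean inhibition of at least 50% after viability correction, with every replicate also passing that limit; inconclusive = mean reaches 50% but only one of two replicates passes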;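 also: firefly luciferase signal divided by Alamar Blue viability fluorescence both relative to DMSO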
INS-1E GSIS act = GLuc luminescence reporter in INS-1E cells, primary screen for activators of glucose-dependent secretion of insulin; activation, % at 16.6 µM; INS-1E GLuc reporter insulin secretion, 2-3 h; 0.61% of 370,000 active;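 active = lowest replicate activation of at least 40%, so every replicate reaches that level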;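 also: 0% = median of neutral control wells and 100% = median of IBMX positive control wells; some compounds called inactive have numbers as strong as hits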
F508del corr = correctors of CFTR F508del function in bronchial epithelial cells. activity (quench increase), % at 7.58 µM. 0.36% of 350,000 active. CFBE cells, YFP halide quenching; stimulated with forskolin plus potentiator P3; % fluorescence drop versus neutral controls;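 active = mean added fluorescence quench of at least 8% versus neutral control, with both replicates also reaching 8%; inconclusive = only one of the mean or replicate conditions met; inactive = mean below 8% and not both replicates reaching 8%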;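 also: cells transiently co-express mutant CFTR-F508del with the halide-sensitive YFP; corrector assay measuring rescue of mutant channel to the surface after 24 h compound exposure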
ARNT TACC3 PPI = disruptors of human ARNT/TACC3 interaction; inhibition, % at 9.99 µM; AlphaScreen His-ARNT PAS-B/GST-TACC3 binding, luminescence; TACC3 fragment carries E629A point mutation; AID 623870; 0.66% of 390,000 active;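 active = mean inhibition of replicates at least 50% and at least half of replicates each reaching 50%; inconclusive = half or more replicates reach 50% but mean below 50%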;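 also: 0% = complete ARNT plus TACC3 wells and 100% = ARNT alone without TACC3; many hits fall short of the cut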
The depositor's hits bear a star; ? = inconclusive; nt = not tested or not shown.

SMILES	ERp5 block	XiGFP reactiv	PAX8 inh HTS	DENV2 CPE	EWS-Fli inh	INS-1E GSIS act	F508del corr	ARNT TACC3 PPI
Cc1nc(C)c(-c2csc(Nc3ccc(C(=O)O)c(O)c3)n2)s1	1	0.0	12	13	6	20	1.8	-2
COCC(=O)Nc1ccc2c(c1)[C@@H]1C[C@H](CC(=O)NC3CCCCC3)O[C@H](CO)[C@@H]1O2	2	0.1	-10	56*	-4	-1	4.1	-9
Cc1cccc(C)c1NC(=O)c1c(O)c2ccccc2[nH]c1=O	0	0.0	9	13	-3	10	6.3	0
CC(C)Oc1ccc(CC2CCC(=O)N(C)C2=O)cc1 (stereo not drawn)	0	0.3	-5	6	11	nt	-1.1	-2
C[C@@H]1CCCCO[C@H](CN(C)S(=O)(=O)c2ccccc2)[C@@H](C)CN([C@H](C)CO)C(=O)c2cc(NC(=O)Nc3ccc(C(F)(F)F)cc3)ccc2O1	4	0.0	46	?	2	35	2.8	-6
CC1(C)C=C2C(=NN(c3ccccc3)C(N)=C2C#N)CO1	2	0.1	0	-6	2	4	0.3	46*
CN1C(CC(=O)Nc2ccc(Br)cc2)c2ccccc2CC1(C)C (stereo not drawn)	1	0.2	7	4	12	-25	6.5	24
Cc1ccc(C(=O)CCC(=O)N2CCC(C(N)=O)CC2)cc1	3	0.3	10	5	-7	0	-1.4	-3
O=C(Nc1ccc2c(c1)OCO2)N[C@H]1CC[C@@H](CCNC(=O)C2CCCC2)O[C@@H]1CO	1	0.2	7	-2	-10	1	-3.4	1
Cn1ncc(N2CCN(C(=O)c3ccc(Cl)cc3)CC2)c(Cl)c1=O	-1	0.4	0	1	4	8	-1.5	-3
CC1(Oc2ccc3ccccc3c2)CCN(Cc2cccn2-c2nccs2)C1 (stereo not drawn)	3	-0.1	10	-3	12	-21	-1.2	nt
CO[C@H]1CN(C)C(=O)c2ccc(NC(=O)C3CC3)cc2OC[C@@H](C)N(Cc2nccs2)C[C@H]1C	-1	0.3	-8	-1	-5	3	0.3	-7
CN1C(=O)c2cc(NS(=O)(=O)c3ccc(F)cc3)ccc2OC[C@H]2O[C@@H](CC(=O)Nc3cccc4ccccc34)CC[C@@H]21	5	0.1	48	-3	0	-2	nt	-3
CN(C)C(=O)C[C@H]1C[C@@H]2c3cc(NS(C)(=O)=O)ccc3O[C@@H]2[C@@H](CO)O1	-1	0.5	7	10	1	17	1.2	3
COC(=O)c1ccc(Cn2nc([N+](=O)[O-])c(Br)c2C)cc1	-3	0.0	4	4	-12	2	0.7	3
COc1cccc(NC(C)(C)c2nnnn2-c2c(C)cccc2C)c1	6	-0.1	1	-8	-6	-4	0.9	3
CO[C@@H](CN(C)C(=O)c1ccccc1F)[C@H](C)CN([C@H](C)CO)S(=O)(=O)c1ccc(C)cc1	0	0.0	nt	3	3	3	-0.6	-9
COCC(=O)N(C)C[C@H]1Oc2cc(-c3ccc(OC)cc3)ccc2S(=O)(=O)N([C@H](C)CO)C[C@@H]1C	-3	0.0	nt	2	-11	1	-0.6	0
NC(=O)C1CCCN(C(=O)c2cccc(NC(=O)c3cccs3)c2)C1 (stereo not drawn)	4	0.4	12	-1	-8	12	0.7	-3
CCOc1cc(S(=O)(=O)N2CCN=C2Cc2ccccc2)ccc1F	13	-0.1	8	?	6	-7	0.0	-4
COCCN(Cc1cc2cc3c(cc2nc1Cl)OCO3)C(=O)Nc1ccc(OC)cc1	3	0.2	-12	1	7	-6	-0.7	nt
O=C(Nc1ccc2c(c1)OCO2)c1cccc2c1C(=O)N(C1CCCCC1)C2	17	0.1	-14	1	-1	1	-1.3	nt
COC(=O)CCCC(=O)N1CCCC(C(=O)c2ccccc2SC)C1 (stereo not drawn)	-6	0.0	13	-2	4	8	-7.2	1
CCCCCCCCN1C(=O)[C@H](CC(=O)NCCCN2CCCC2=O)C[C@@]2(C(=O)OC)CC(C)(C)CC=C12	1	0.0	-5	-2	1	-9	0.1	nt
C[C@H]1C(=O)N(C)CCN1C(=O)c1cccc(OC2CCN(CC(C)(C)C)CC2)c1	-10	0.0	4	-6	-1	7	-0.8	25

Arranged by SMILES length (falling): part of the list above.
SMILES	ERp5 block	XiGFP reactiv	PAX8 inh HTS	DENV2 CPE	EWS-Fli inh	INS-1E GSIS act	F508del corr	ARNT TACC3 PPI
CO[C@@H](CN(C)C(=O)c1ccccc1F)[C@H](C)CN([C@H](C)CO)S(=O)(=O)c1ccc(C)cc1	0	0.0	nt	3	3	3	-0.6	-9
COCC(=O)Nc1ccc2c(c1)[C@@H]1C[C@H](CC(=O)NC3CCCCC3)O[C@H](CO)[C@@H]1O2	2	0.1	-10	56*	-4	-1	4.1	-9
COc1cccc(NC(C)(C)c2nnnn2-c2c(C)cccc2C)c1	6	-0.1	1	-8	-6	-4	0.9	3

Continued:
SMILES	ERp5 block	XiGFP reactiv	PAX8 inh HTS	DENV2 CPE	EWS-Fli inh	INS-1E GSIS act	F508del corr	ARNT TACC3 PPI
CCC(=O)N1C[C@H](C)[C@@H](OC)CN(C)C(=O)c2ccc(NC(=O)Nc3ccccc3)cc2OC[C@H]1C	-1	0.3	nt	0	-10	-12	-1.5	12
CC1CCCN(CCCNC(=O)CN2C(=O)CSc3ccc(S(=O)(=O)N4CCOCC4)cc32)C1 (stereo not drawn)	0	-0.1	-1	-5	nt	0	-1.5	-6
C#CCOCCOCCOCCNc1nc(N2CCN(C(=O)[C@H](CCC(=O)O)n3cc(CN)nn3)CC2)nc(N2CCN(C(=O)[C@H](CCC(=O)O)n3cc([C@@H](N)[C@H](C)CC)nn3)CC2)n1	-1	-0.1	-6	-5	6	21	-1.4	-7
Oc1ccc(Nc2nnc(-c3ccc(O)cc3)c3ccccc23)cc1	0	0.0	3	5	10	3	-1.6	-9
COc1ccc(NC(=O)N2CCc3ccccc3C2)c(OC)c1	-7	0.3	-86	5	-104	-8	1.7	0
COCC(=O)N1[C@@H](CO)[C@H](c2ccccc2)[C@@H]1CN(C)C(=O)c1ccncc1	-1	0.1	-6	-3	12	0	0.5	-3
CCOC(=O)C1=C(C)NC(=O)NC1c1ccc(N(C)C)cc1 (stereo not drawn)	5	0.2	1	70*	2	-3	-5.2	3
O=C(CN(Cc1ccco1)C(=O)c1ccccc1F)Nc1ccccc1C(F)(F)F	-17	0.0	10	-2	-9	-2	-1.3	-26
O=C(/C=C/c1ccccc1)COC(=O)c1ccccc1	-8	0.3	8	2	4	-17	-4.2	22
CCCCC(CC)CNC(=O)CN1C(=O)NC2(CCc3ccccc32)C1=O (stereo not drawn)	0	0.0	22	-6	2	-19	-2.3	-1
CCCN(C)C[C@H]1Oc2cc(C3=CCCCC3)ccc2S(=O)(=O)N([C@@H](C)CO)C[C@H]1C	nt	-0.7	9	nt	9	nt	1.1	nt
CC(CC(=O)O)NCC1COc2ccccc2O1 (stereo not drawn)	0	0.0	12	1	1	17	0.9	-6
COCCNC(=S)N(Cc1cccs1)Cc1cc2cccc(C)c2[nH]c1=O	9	0.4	8	-1	7	-6	-0.9	5
Cc1ccc2c(c1)N(C(=O)CCC(=O)NC1CCN(Cc3ccccc3)CC1)CC(C)O2 (stereo not drawn)	6	0.0	-18	4	0	-14	1.2	1
O=C(CCNC(=O)c1ccc(Br)cc1)NCc1ccncc1	-6	-0.1	-6	-1	-3	-11	-0.7	2
N#Cc1ccc(CSC2=NCCN2)cc1	-6	0.2	32	-7	20	14	4.3	32
[O-][n+]1c2cc(C(F)(F)F)ccc2c2n1CCN=C2c1ccc(Cl)cc1	2	-0.1	-5	2	9	15	-1.7	13
O=C(Cc1ccc(Cl)c(Cl)c1)Nc1ccccc1N1CCCC1	-2	0.3	21	-2	nt	-8	-5.3	1
Cc1cc(C)cc(C(=O)NCCN2CCOCC2)c1	7	0.2	-2	1	7	5	-0.3	1
CCCCOc1ccc(C2/C(=C(\O)c3ccc4c(c3)OCCO4)C(=O)C(=O)N2CCCN2CCOCC2)cc1 (stereo not drawn)	-8	0.2	-6	-11	-5	0	-0.8	1
COc1cc2ccccc2cc1C(=O)N(CCN(C)C)c1nc2c(OC)ccc(OC)c2s1	-5	0.0	21	-3	25	-25	1.2	14
Cc1nnc(NC(=O)CC(CN(C)S(=O)(=O)c2ccccc2)c2ccccc2)s1 (stereo not drawn)	-1	0.2	8	-10	-4	nt	0.2	-5
Cc1cccc(C)c1-n1c(C)nn(CC#N)c1=O	-5	0.1	0	-1	5	-3	1.5	-11
O=C(NCCCN1CCOCC1)C(C(=O)NCCCN1CCOCC1)c1ncc(C(F)(F)F)cc1Cl	1	0.3	-4	0	3	-7	1.2	-2
CCN1CCN(Cc2cc(=O)oc3ccc(C)cc23)CC1	0	0.1	-5	-1	-6	-2	2.0	2
(next part)
SMILES	ERp5 block	XiGFP reactiv	PAX8 inh HTS	DENV2 CPE	EWS-Fli inh	INS-1E GSIS act	F508del corr	ARNT TACC3 PPI
CCCNC(=O)[C@H]1[C@H](CO)[C@H]2Cn3c(cccc3=O)[C@@H]1N2Cc1cc(F)ccc1F	0	1.1	-10	-7	-4	6	-0.5	-2
COc1ccc2c3c([nH]c2c1)[C@@H](CO)N(C(=O)NC(C)C)CC31CCN(C(=O)NC2CCCC2)CC1	nt	0.2	nt	-1	0	-16	2.5	nt
Cc1nc2sccn2c(=O)c1S(=O)(=O)NCCc1ccccc1	-1	0.0	-9	-1	0	5	0.9	-5
CCOC(=O)c1c(N)nn(C(=O)c2ccccc2F)c1-c1ccc(OC)cc1	2	0.4	6	nt	10	28	3.9	-22
CCC(C)NS(=O)(=O)c1ccc(OCC(=O)NCc2ccccn2)cc1 (stereo not drawn)	-3	0.0	16	-1	2	4	0.4	4
CCCC(=O)Nc1ccc2c(c1)OC[C@@H](C)N(S(=O)(=O)c1cn(C)cn1)C[C@H](C)[C@H](OC)CN(C)C2=O	-1	0.3	nt	-13	5	3	3.2	-2
O=C1NC(=O)C(=CC=Cc2ccccc2)S1	3	0.2	-103	-7	-9	-30	0.4	nt
COCCNC(=O)C[C@@H]1C[C@H]2c3cc(NC(=O)Nc4ccccc4F)ccc3O[C@H]2[C@@H](CO)O1	nt	0.1	-5	-9	0	6	-1.6	-8
COC(=O)C[C@H]1CC[C@H]2[C@H](COc3ccc(NS(=O)(=O)c4ccccc4Cl)cc3C(=O)N2C)O1	2	0.1	7	2	-4	-8	nt	-3

Full records from above. Values in the order: ERp5 block	XiGFP reactiv	PAX8 inh HTS	DENV2 CPE	EWS-Fli inh	INS-1E GSIS act	F508del corr	ARNT TACC3 PPI
CCC(C)NS(=O)(=O)c1ccc(OCC(=O)NCc2ccccn2)cc1 (stereo not drawn) is listed as -3	0.0	16	-1	2	4	0.4	4
CO[C@H]1CN(C)C(=O)c2ccc(NC(=O)C3CC3)cc2OC[C@@H](C)N(Cc2nccs2)C[C@H]1C is listed as -1	0.3	-8	-1	-5	3	0.3	-7
O=C(Cc1ccc(Cl)c(Cl)c1)Nc1ccccc1N1CCCC1 is listed as -2	0.3	21	-2	nt	-8	-5.3	1
COCCNC(=S)N(Cc1cccs1)Cc1cc2cccc(C)c2[nH]c1=O is listed as 9	0.4	8	-1	7	-6	-0.9	5
COCCN(Cc1cc2cc3c(cc2nc1Cl)OCO3)C(=O)Nc1ccc(OC)cc1 is listed as 3	0.2	-12	1	7	-6	-0.7	nt

Assay outcomes as filed in PubChem BioAssay.
